Source: PubChem BioAssay
PLC-gamma1 inh: PLC-gamma1 enzyme inhibitors, primary screen, biochemical, fluorescence, purified enzyme; fluorogenic substrate; 370,000 compounds, 0.84% hits; inhibition, % at 12.2 µM; 1-phosphatidylinositol 4,5-bisphosphate phosphodiesterase gamma-1 (Homo sapiens), P19174; AID 720700, 2013; in the data active = inhibition above about 9.5%
Target sequence (P19174 whole entry, looked up): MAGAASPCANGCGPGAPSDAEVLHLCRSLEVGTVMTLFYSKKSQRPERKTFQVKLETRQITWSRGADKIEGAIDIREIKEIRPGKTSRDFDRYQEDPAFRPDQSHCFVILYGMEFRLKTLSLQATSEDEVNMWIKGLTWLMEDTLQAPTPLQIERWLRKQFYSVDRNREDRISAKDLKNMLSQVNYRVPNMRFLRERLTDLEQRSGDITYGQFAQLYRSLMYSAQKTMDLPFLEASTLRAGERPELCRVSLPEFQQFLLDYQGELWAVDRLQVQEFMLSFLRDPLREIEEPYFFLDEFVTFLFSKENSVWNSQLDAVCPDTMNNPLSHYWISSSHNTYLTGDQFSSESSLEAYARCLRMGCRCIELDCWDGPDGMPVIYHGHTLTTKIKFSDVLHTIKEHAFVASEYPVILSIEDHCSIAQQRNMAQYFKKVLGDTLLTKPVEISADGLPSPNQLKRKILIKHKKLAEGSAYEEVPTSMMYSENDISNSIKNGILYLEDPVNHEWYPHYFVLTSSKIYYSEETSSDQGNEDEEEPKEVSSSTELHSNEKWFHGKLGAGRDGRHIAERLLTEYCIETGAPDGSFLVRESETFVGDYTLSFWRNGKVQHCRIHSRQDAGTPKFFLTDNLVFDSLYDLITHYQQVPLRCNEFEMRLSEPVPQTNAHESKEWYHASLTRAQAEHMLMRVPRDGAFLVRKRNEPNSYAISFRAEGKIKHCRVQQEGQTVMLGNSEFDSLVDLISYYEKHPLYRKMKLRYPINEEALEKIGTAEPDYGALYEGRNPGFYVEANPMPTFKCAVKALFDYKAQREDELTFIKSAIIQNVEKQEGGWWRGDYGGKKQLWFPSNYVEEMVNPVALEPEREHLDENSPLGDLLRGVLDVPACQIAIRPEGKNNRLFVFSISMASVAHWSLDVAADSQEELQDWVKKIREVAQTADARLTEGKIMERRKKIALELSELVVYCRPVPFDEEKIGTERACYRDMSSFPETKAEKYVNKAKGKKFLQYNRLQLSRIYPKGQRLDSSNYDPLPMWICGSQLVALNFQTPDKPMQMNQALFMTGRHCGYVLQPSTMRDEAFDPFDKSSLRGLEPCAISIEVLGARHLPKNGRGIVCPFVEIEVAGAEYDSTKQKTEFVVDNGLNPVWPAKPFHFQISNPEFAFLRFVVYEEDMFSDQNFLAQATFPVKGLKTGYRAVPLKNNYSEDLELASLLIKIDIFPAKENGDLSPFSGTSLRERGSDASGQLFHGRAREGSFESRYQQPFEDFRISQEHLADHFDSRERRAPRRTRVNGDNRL
FXN GAA850 act: FXN promoter activators, primary screen, cell-based, luciferase luminescence, HEK293 lucGAA850; activation, % at 6 µM; HEK293 lucGAA850 FXN promoter luciferase reporter, 24 h; percent of 10 µM SAHA response; AID 540364, 2011; 360,000 compounds, 0.56% hits;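 active = activation above the average of all compounds screened plus 3 SD, cutoff fixed separately per campaign, cut at about 7.5% in these data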;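 also: 0% = DMSO wells and 100% = 10 µM SAHA wells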
HGIII-sPLA2 inh: human group III sPLA2 inhibitors, primary screen, biochemical, QFRET, BODIPY PC-A2 liposome substrate. Group 3 secretory phospholipase A2 (Homo sapiens), Q9NZ20. AID 743126, 2013. 370,000 compounds, 0.56% hits. inhibition, % at 12.2 µM. QFRET BODIPY PC-A2 liposome hydrolysis, fluorescence;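 active = inhibition above mean plus 3 SD of compounds lying within the high and low control bounds, cut at about 19% in these data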;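 also: 0% = median of test compound wells and 100% = no enzyme DMSO wells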
PLC-beta3 inh: human PLC-beta3 inhibitors, primary screen, biochemical, fluorescence | 1-phosphatidylinositol 4,5-bisphosphate phosphodiesterase beta-3 (Homo sapiens), Q01970 | Purified PLC-beta3, fluorogenic substrate | inhibition, % at 12.2 µM | 370,000 compounds, 0.18% hits | AID 720704, 2013; in the data active = inhibition above about 11%;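 also: 0% = median of compound wells on plate and 100% = full blocker control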
DAX1 inh-1: DAX1 (NR0B1) inhibitors on StAR promoter, primary screen, cell-based, luminescence, SF-1 (NR5A1), full-length DAX-1; HEK293T StAR-luciferase reporter, SF-1/DAX-1 repression relief; inhibition, % at 6.8 µM; 370,000 compounds, 1.1% hits; AID 652010, 2013;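 active = inhibition above the mean over all tested compounds plus 3 SD, cut at about 3.6% in these data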;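 also: 0% = DAX-1 cells with DMSO and 100% = cells lacking DAX-1 with DMSO; higher inhibition means more luminescence from relief of DAX-1 repression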
ADAM10 inh: human ADAM10 inhibitors, primary screen, biochemical, QFRET, HTS; recombinant ADAM10, EDANS/DABCYL FRET peptide cleavage, 3 h; 370,000 compounds, 0.62% hits; AID 720582, 2013; inhibition, % at 7 µM;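 active = inhibition above a per-campaign cutoff equal to the mean of compounds falling between control-based bounds plus 3 SD, cut at about 20% in these data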;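 also: 0% = DMSO wells while the 100% control is not disclosed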
hcDAF12 agonist: H. contortus DAF-12 nuclear receptor activators, primary screen, cell-based, luminescence, HEK293, lit1-tk-luc reporter | activation, % at 6.8 µM | HEK293 hcDAF-12 lit1-tk-luc reporter; 0% DMSO, 100% Δ7-dafachronic acid | 370,000 compounds, 1.4% hits | AID 652067, 2013;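 active = activation above the mean of all tested compounds plus 3 SD, cut at about 5.5% in these data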;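 also: 100% = response to 3 µM Δ7-dafachronic acid high control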
hgDAF-12 ag: H. glycines DAF-12 receptor agonists, primary screen, cell-based, luminescence, HEK293, GAL4 fusion, UAS-luciferase; Nuclear hormone receptor DAF-12 (Heterodera glycines), GAL4 fusion; HEK293 GAL4-hgDAF12 UAS-luciferase reporter, agonist luminescence; normalized to butyrate control; activation, % at 6.8 µM; 370,000 compounds, 1.8% hits;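 active = activation above a cutoff set at the mean of all screened compounds plus 3 SD, cut at about 10% in these data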;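 also: 0% = DMSO wells and 100% = sodium butyrate wells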
ssDAF12 agonist: S. stercoralis DAF-12 nuclear receptor activators, primary screen, cell-based, luminescence, HEK293, GRIP1 co-expression, lit1-tk-luc. Nuclear hormone receptor DAF-12 (Strongyloides stercoralis). HEK293 ssDAF-12/GRIP1 lit1-tk-luc reporter; % of 3 µM dafachronic acid response. activation, % at 6.8 µM. 370,000 compounds, 1% hits;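 active = activation above the mean over all tested compounds plus 3 SD, cut at about 0.9% in these data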;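 also: 0% = DMSO-only wells and 100% = 3 µM delta7-dafachronic acid wells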
ADAM17 inh: ADAM17 inhibitors, primary screen, biochemical, QFRET. AID 720648, 2013. inhibition, % at 6.95 µM. recombinant ADAM17, EDANS/DABCYL FRET peptide cleavage. 370,000 compounds, 0.83% hits. Disintegrin and metalloproteinase domain-containing protein 17 (Homo sapiens), P78536;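 active = inhibition above the mean of compounds lying between control limits plus 3 SD, set per campaign, cut at about 8.5% in these data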;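 also: 0% = DMSO-only wells as the low control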
DAX1 inh-2: DAX1 (NR0B1) inhibitors, primary screen, cell-based, HEK293, Gal4-DAX1, luciferase luminescence | AID 504766, 2011 | inhibition, % at 6.75 µM | 340,000 compounds, 0.99% hits | HEK293 Gal4-DAX1 luciferase reporter | Nuclear receptor subfamily 0 group B member 1 (Homo sapiens), P51843;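 active = inhibition above the mean over all tested compounds plus 3 SD, cut at about 4.2% in these data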;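 also: 0% = DAX1-transfected cells with DMSO and 100% = empty-vector control cells with DMSO; inhibition shows as a rise in luminescence from relieved DAX1 repression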
Numbers without * were called inactive; i = inactive; · = no result given.

SMILES | PLC-gamma1 inh | FXN GAA850 act | HGIII-sPLA2 inh | PLC-beta3 inh | DAX1 inh-1 | ADAM10 inh | hcDAF12 agonist | hgDAF-12 ag | ssDAF12 agonist | ADAM17 inh | DAX1 inh-2
O=C(NNS(=O)(=O)c1ccc(F)cc1)C1CC(c2cccnc2)=NO1 (configuration not stated) | 0.7 | -0.3 | 4.2 | 0.7 | 0.0 | -0.5 | -1.1 | 1.4 | -1.3 | -0.1 | -0.2
CC(=O)c1ccc(-c2cnc3c(NC=O)cc(-c4ccc(S(C)(=O)=O)cc4)cn23)cc1 | -300.2 | -5.0 | 4.1 | -436.9 | -4.2 | -62.6 | -1.9 | 0.5 | -1.5 | -17.0 | ·
CCC(C)c1ccccc1O (configuration not stated) | 1.0 | 0.4 | -0.5 | 3.2 | 0.5 | -8.1 | 1.0 | 4.2 | -1.1 | -4.0 | 0.1
COc1cccc(NC(=O)c2ccccc2-c2nc(-c3cccc(C)c3)no2)c1 | -2.4 | -1.6 | -23.0 | 1.7 | -1.4 | 24.6* | 0.3 | 1.8 | -1.0 | 9.6* | 0.4
COc1cc(/C=C2/C(=O)NN(c3cccc(Cl)c3)C2=O)cc(Br)c1O | 7.5 | 1.3 | -10.1 | -3.1 | 0.7 | 8.4 | 1.7 | 2.7 | -0.3 | 8.0 | -1.9
O=C(CCN=C1NS(=O)(=O)c2ccccc21)NCc1ccccc1F | -1.3 | 0.7 | -1.1 | -0.5 | -1.1 | -11.9 | -0.7 | 1.4 | -0.6 | -3.8 | 1.2
COc1cccc(NC(=O)N2CCc3ccccc3C2)c1 | -0.1 | 4.0 | 7.2 | -6.8 | 6.1* | -5.5 | 3.7 | 7.6 | -0.1 | -2.6 | 2.1
O=c1cc(CSc2ccc([N+](=O)[O-])cc2)nc2sccn12 | -4.1 | 0.9 | 4.1 | -1.9 | 0.0 | -8.3 | -0.5 | -1.6 | -1.1 | -2.6 | 0.5
CN(CC1CCCO1)S(=O)(=O)c1ccc(C(=O)NCc2ccccc2)cc1 (configuration not stated) | 3.5 | 1.9 | -1.9 | 4.7 | -0.6 | 5.4 | -3.1 | -0.3 | -1.9 | -0.4 | 2.2
Cc1ccc(NC(=O)C(C)N2CCOCC2)c(C(=O)c2ccccc2)c1 (configuration not stated) | 0.5 | 1.0 | 5.5 | 2.2 | 0.0 | 5.0 | 1.3 | 1.4 | -1.2 | -4.9 | -0.4
COc1ccccc1COC(=O)C(NC(=O)c1ccc(C)cc1)C(C)C (configuration not stated) | 0.4 | 0.6 | -1.9 | -1.0 | 0.1 | 3.5 | -1.1 | -0.3 | -0.8 | 1.5 | 2.0
COCCCNC(=S)N1CCCN(c2nc3c(C)c(C)ccc3cc2C#N)CC1 | -10.4 | 0.8 | 3.3 | -17.4 | 0.6 | -28.3 | -1.5 | -0.2 | -0.8 | -14.8 | 1.2
Cc1nc2sc(C)c(C)c2c(=O)o1 | -3.1 | 0.0 | -3.2 | -3.6 | 0.2 | -0.8 | -1.7 | -1.1 | -0.9 | -0.6 | 0.5
CC(=O)c1cc2c(cc1NC(=O)CCC1CCCC1)OCO2 | -112.3 | · | 11.8 | -153.2 | -0.4 | -42.2 | -0.5 | -3.3 | -1.9 | -12.8 | ·
Cc1onc(-c2c(Cl)cccc2Cl)c1C(=O)NCCN1CCOCC1 | 4.9 | -0.7 | -3.7 | 0.6 | -1.1 | 0.2 | 0.5 | -0.6 | -1.3 | -2.8 | -1.4
COc1cc(C(=S)NC2CCCCC2)ccc1O | 5.7 | 0.4 | 12.0 | -0.5 | -0.3 | -0.1 | 0.6 | 0.0 | -1.4 | -1.2 | -0.7
COc1cccc2cc(-c3nnc(SCC(=O)NCc4ccccc4)n3C)oc12 | 2.5 | -1.6 | 2.8 | -2.3 | 0.5 | -3.6 | -1.3 | -2.1 | -1.4 | -0.9 | -0.3
CC(C)c1ccc(Nc2nc(Cl)nc(NCCO)n2)cc1 | -2.0 | 2.6 | 9.0 | -6.9 | 0.4 | -2.6 | -2.0 | -1.9 | -1.4 | -2.6 | 3.2
O=C1c2[nH]nc(-c3ccccc3O)c2C(c2cccc(O)c2)N1Cc1ccco1 (configuration not stated) | -1.4 | -0.6 | -58.3 | -0.1 | 0.1 | 13.1 | -2.3 | -1.9 | -1.1 | 6.6 | 1.4
O=C(Cn1cnc2cc([N+](=O)[O-])ccc2c1=O)N(Cc1ccccc1)C1CCS(=O)(=O)C1 (configuration not stated) | -0.5 | -1.3 | -4.9 | -8.8 | -0.1 | 1.1 | -1.2 | -1.9 | -1.8 | -4.1 | -0.9
Cc1nn(-c2cccc(C(F)(F)F)c2)c(=O)c2noc(C)c12 | 0.2 | 2.4 | -0.5 | -9.4 | -0.1 | -3.3 | -2.5 | -0.3 | -1.4 | -2.6 | 3.1
CC1(C)Cc2c(C#N)c(N3CCOCC3)nc(Cc3ccccc3)c2CO1 | -13.5 | -1.5 | -5.5 | -16.0 | -0.4 | -31.8 | 0.4 | 0.1 | -0.9 | -12.1 | -0.2
CC(C)CCn1c(N2CCCC2)nc2c1c(=O)[nH]c(=O)n2C | -1.7 | 1.3 | 15.8 | -12.7 | 0.6 | -6.3 | -2.4 | 0.0 | -1.4 | -3.4 | 1.1
Cc1ccc(N=C(NO)c2nonc2N)c(C)c1 | -0.4 | 2.3 | -13.0 | 1.3 | -0.2 | -1.7 | -0.1 | 3.7 | -0.6 | 5.0 | -0.3
O=C(C1CC1)N1CCC(C(O)(c2ccccc2)c2ccccc2)CC1 | 1.0 | -0.4 | 3.9 | 3.6 | -0.5 | 9.7 | -0.5 | -0.5 | -1.4 | -0.6 | 5.1*
O=C(CN(Cc1ccccc1)C(=O)CCC(=O)Nc1nccs1)NCc1ccco1 | 4.6 | -1.9 | -2.1 | -0.1 | -0.4 | 1.5 | -0.7 | -0.1 | -0.9 | 0.9 | -0.3
COc1cccc(/C=N/N2CCN(c3ccncc3S(=O)(=O)N3CCCCC3)CC2)c1 | 4.9 | -0.9 | -4.9 | -3.3 | 0.4 | 3.5 | -1.7 | -1.4 | -2.1 | 0.1 | -0.4
CCOc1ccccc1NC(=O)C1C(c2ccccc2)C1(Cl)Cl (configuration not stated) | -2.2 | -2.8 | -2.7 | 2.4 | -0.9 | 10.2 | -1.2 | 6.2 | -0.7 | 2.3 | 0.6
Cc1ccsc1/C=N/NC(=O)CN1CCN(Cc2ccccc2)CC1 | -0.2 | -1.1 | -4.7 | -2.6 | 0.2 | -2.5 | -0.4 | -0.4 | -1.4 | 0.2 | 1.8
OC(COCc1ccccc1)CN1CCN(Cc2ccc3c(c2)OCO3)CC1 (configuration not stated) | 0.5 | 3.3 | -0.1 | 1.5 | 0.4 | -3.2 | -1.2 | 2.0 | -1.6 | -1.4 | 1.8
CC1=CC2=NC(=O)CC(C)(C(=O)N(CC(=O)NC3CCCC3)Cc3ccc(Cl)cc3)N2C=C1 (configuration not stated) | -62.7 | 0.3 | -0.9 | -105.8 | 0.2 | i | -1.3 | -0.7 | -0.8 | -259.2 | -0.7
CCCc1c(C(=O)Nc2ccc(C(F)(F)F)cc2)cnn1-c1ccccc1 | 7.0 | 0.0 | -2.8 | -1.2 | -0.2 | 7.3 | -1.1 | -0.4 | -1.2 | 6.9 | -1.4
COc1cccc(C2N(c3ccccn3)C(=O)C3CCCN32)c1OC (configuration not stated) | 2.4 | 0.6 | 0.7 | 1.1 | 1.3 | -12.0 | -0.9 | -1.8 | -0.7 | 1.2 | 2.0
Cn1c(=NC(=O)CSCC(=O)N2CCCC2)sc2ccccc21 | 0.2 | -0.1 | 1.1 | 1.2 | 0.4 | 2.3 | -2.1 | -0.6 | -1.2 | -1.8 | 0.8
COC(=O)c1scc(S(=O)(=O)c2ccccc2)c1N | -9.8 | -1.2 | -0.1 | -20.9 | -0.9 | -20.7 | -0.8 | -0.2 | -1.7 | -3.4 | 1.2
Cc1ccc(OCCN(C)C(=O)C2CCC(=O)N(CCCN3CCCC3=O)C2)cc1 (configuration not stated) | 0.4 | -0.2 | -3.4 | -6.5 | 0.0 | 0.7 | 0.0 | 3.1 | -1.0 | -4.3 | -0.6
O=C1C=C(NCc2ccccc2)c2ccccc2C1=O | -152.1 | -3.6 | -10.5 | -185.0 | -2.7 | -13.3 | 0.5 | -6.3 | -1.3 | -4.9 | -0.4
Cc1nn(C)c(C)c1-c1c(C#N)c(N)nc2c1CCCCCC2 | -28.6 | 1.7 | 0.8 | -33.5 | -0.1 | -484.7 | -0.9 | 0.5 | -0.9 | -102.3 | -0.9
Cc1nn(CCC#N)c(NC(=O)c2ccc(Cl)cc2Cl)c1P(=O)(Nc1ccc([N+](=O)[O-])cc1)N1CCOCC1 (configuration not stated) | 3.6 | -0.8 | -7.3 | 3.7 | 0.4 | 1.4 | -1.2 | -1.8 | -1.8 | -2.6 | 1.0
O=C(Nc1ccc(F)cc1)c1cccnc1N1CCOCC1 | 0.1 | 0.1 | 5.1 | -0.1 | -0.3 | 1.9 | -1.1 | -1.5 | -0.7 | -1.3 | 2.8
O=C(CSc1nnc(Cc2ccccc2)n1Cc1ccco1)NC1CCCC1 | 1.8 | -1.2 | 4.0 | -10.7 | -0.4 | -10.2 | -2.0 | 2.1 | -1.7 | -1.2 | -0.6
C=CCC[C@@H](CCCCC)OC(=O)/C=C/[C@@H](O)[C@H](O)C[C@H](O)CC=C | 6.4 | · | -18.7 | -2.0 | -1.2 | 5.3 | -1.8 | 0.1 | -1.0 | 0.8 | ·
COc1ccc(S(=O)(=O)N2CCCC2CNC(=O)C(=O)NCCc2ccccc2)cc1 (configuration not stated) | -2.5 | -3.9 | -9.4 | -8.1 | -7.1 | -2.2 | 0.8 | 0.4 | -1.0 | 1.5 | -2.8
Cc1noc(C)c1COc1ccc(C(=O)OCC(=O)Nc2ccc(C(=O)N(C)C)cc2)cc1 | 2.4 | 1.0 | 4.9 | -8.3 | 0.8 | -1.6 | -0.4 | 3.2 | -0.8 | -3.8 | 1.2
